Assay outcomes from PubChem BioAssay.
Mtb BioA inh – blocks M. tuberculosis BioA enzyme activity | purified M. tuberculosis BioA enzyme, plate reader | inhibition, % at 9.99 µM | 0.096% of 360,000 active | AID 602481; in the data active = inhibition above about 40%
Starred values were filed as active, the others as inactive. These rows are one share of the data, so the mix of outcomes need not match the whole.

SMILES	Mtb BioA inh
COCC(=O)Nc1ccc2c(c1)[C@H]1C[C@H](CC(=O)NCc3ccc(-c4ccccc4)cc3)O[C@@H](CO)[C@H]1O2	-0.5
CC(C)NC(=O)N(C)C[C@H]1Oc2cc(C#Cc3cccc(F)c3)ccc2S(=O)(=O)N([C@@H](C)CO)C[C@H]1C	0.0
COc1ccc(NC(=O)Nc2ccc3c(c2)C(=O)N([C@H](C)CO)C[C@H](C)[C@H](CN(C)Cc2ccccc2)O3)cc1	1.8
C[C@@H]1CN([C@@H](C)CO)C(=O)c2cc(-c3cccc(C#N)c3)cnc2O[C@H]1CN(C)Cc1cncnc1	-0.3
N#C[C@H]1[C@@H](c2ccc(C3=CCCC3)cc2)[C@H](CO)N1C(=O)Cc1ccncc1	-0.8
C[C@@H]1CCCCO[C@H](CN(C)S(=O)(=O)c2cn(C)cn2)[C@@H](C)CN([C@H](C)CO)C(=O)c2cc(NS(=O)(=O)c3ccccc3)ccc2O1	0.5
COc1ccc(S(=O)(=O)Nc2cccc3c2O[C@H](CN(C)Cc2ccccc2)[C@H](C)CN([C@@H](C)CO)C3=O)cc1	12
O=C(C[C@@H]1C[C@H]2c3cc(NC(=O)C4CCC4)ccc3O[C@H]2[C@H](CO)O1)NCc1ccccc1F	3.2
Cc1ccc(S(=O)(=O)N[C@@H]2CC[C@H](CCNC(=O)C3CCCCC3)O[C@@H]2CO)cc1	-3.1
O=C(CN1CCOCC1)N1CCCCN2[C@@H](CO)[C@H](c3ccc(-c4ccccc4)cc3)[C@@H]2C1	-0.4
COc1ccc(S(=O)(=O)N(C)C[C@@H]2Oc3ccc(NC(=O)Nc4c(C)noc4C)cc3C(=O)N([C@@H](C)CO)C[C@@H]2C)cc1	0.2
Cc1noc(C)c1S(=O)(=O)Nc1ccc2c(c1)CC(=O)N([C@H](C)CO)C[C@H](C)[C@H](CN(C)S(=O)(=O)c1cn(C)cn1)O2	2.1
CC(C)NC(=O)N(C)C[C@@H]1Oc2ccc(NC(=O)Cc3ccccc3)cc2CC(=O)N([C@H](C)CO)C[C@@H]1C	-3.9
CCC(=O)N(C)C[C@@H]1Oc2cc(-c3ccncc3)ccc2S(=O)(=O)N([C@H](C)CO)C[C@H]1C	-1.0
CCCN1C[C@H](C)[C@H](OC)CN(C)C(=O)c2ccc(NS(C)(=O)=O)cc2OC[C@H]1C	-2.7
C[C@H]1CN([C@@H](C)CO)C(=O)c2cc(NS(=O)(=O)c3ccccc3)ccc2O[C@@H]1CN(C)S(=O)(=O)c1cccs1	0.5
O=C(C[C@H]1CC[C@H]2[C@@H](COC[C@@H](O)CN2S(=O)(=O)c2cccc(F)c2)O1)Nc1ccc(-c2ccccc2)cc1	3.4
Cc1noc(C)c1S(=O)(=O)Nc1ccc2c(c1)C(=O)N([C@@H](C)CO)C[C@H](C)[C@@H](CN(C)C(=O)Nc1cccc3ccccc13)OCCCC[C@H](C)O2	-1.5
CO[C@H]1CN(C)C(=O)c2cc(NC(=O)c3ccc(Oc4ccccc4)cc3)ccc2OC[C@H](C)NC[C@H]1C	-0.6
COc1ccc(NC(=O)N(C)C[C@@H]2Oc3ncc(Br)cc3C(=O)N([C@H](C)CO)C[C@@H]2C)cc1	-2.1
CC(C)NC(=O)Nc1ccc2c(c1)C(=O)N(C)[C@@H]1CC[C@H](CC(=O)NCC3CCCCC3)O[C@@H]1CO2	0.1
O=C(NCC[C@H]1CC[C@@H](NS(=O)(=O)c2ccc(F)cc2)[C@H](CO)O1)c1ccc2c(c1)OCO2	2.0
COc1ccc(NC(=O)N(C)C[C@@H]2Oc3ccc(NS(=O)(=O)c4cccs4)cc3C(=O)N([C@H](C)CO)C[C@H]2C)cc1	-2.5
C[C@H](NC(=O)C[C@@H]1CC[C@H]2[C@H](COc3ccc(NC(=O)C4CCOCC4)cc3C(=O)N2C)O1)c1ccccc1	9.3
COc1cccc(-c2ccc([C@H]3[C@@H](C#N)N(C(=O)c4ccccn4)[C@H]3CO)cc2)c1	-1.1
COc1ccc(NC(=O)Nc2ccc3c(c2)C(=O)N([C@H](C)CO)C[C@@H](C)[C@H](CN(C)Cc2ccc4c(c2)OCO4)O3)cc1	12
C[C@@H]1CN([C@@H](C)CO)C(=O)c2cc(-c3ccncc3)cnc2O[C@H]1CN(C)C(=O)Cc1cccnc1	-1.2
COC(=O)[C@@H]1[C@@H](CO)[C@@H]2Cn3c(cccc3=O)[C@@H]2N1C(=O)C1CCCCC1	0.7
COC(=O)C[C@@H]1CC[C@@H]2[C@H](COc3ccc(NC(=O)c4cc(F)cc(F)c4)cc3C(=O)N2C)O1	3.9
Cc1ccc(S(=O)(=O)N(C)C[C@@H]2Oc3ccc(NC(=O)C4CCCCC4)cc3C(=O)N([C@@H](C)CO)C[C@@H]2C)cc1	11
C/C=C/c1ccc([C@@H]2[C@@H](CO)N(C(=O)CC)[C@@H]2CNC(=O)C2CC2)cc1	0.6
O=C(NCC[C@@H]1CC[C@@H](NS(=O)(=O)c2cccc(F)c2)[C@@H](CO)O1)Nc1cc(F)ccc1F	0.9
C[C@@H]1CN([C@@H](C)CO)C(=O)c2cccc(NC(=O)Nc3ccc4c(c3)OCO4)c2O[C@H]1CN(C)Cc1ccc(Oc2ccccc2)cc1	-0.1
C[C@H](CO)N1C[C@H](C)[C@H](CN(C)Cc2ccccc2)OCCCC[C@H](C)Oc2ccc(NC(=O)Nc3ccccc3)cc2C1=O	1.0
O=C(N[C@@H]1C=C[C@H](CC(=O)N2CCc3ccccc3C2)O[C@H]1CO)C1CCC1	-2.4
CO[C@@H]1CN(C)C(=O)c2cc(NC(=O)Nc3cccc(F)c3)ccc2OC[C@@H](C)N(C)C[C@@H]1C	8.2
C[C@H](CO)N1C[C@H](C)[C@H](CN(C)C(=O)Nc2ccc3c(c2)OCO3)Oc2c(NC(=O)c3nc4ccccc4s3)cccc2C1=O	0.0
COCC(=O)N(C)C[C@H]1Oc2ncc(-c3ccc(F)cc3)cc2C(=O)N([C@H](C)CO)C[C@H]1C	-2.5
COCCNC(=O)C[C@@H]1CC[C@@H]2[C@H](COC[C@H](O)CN2S(=O)(=O)c2ccccc2F)O1	-1.5
CO[C@H]1CN(C)C(=O)c2ccc(NS(C)(=O)=O)cc2OC[C@@H](C)N(CCC(F)(F)F)C[C@H]1C	-1.3
CCC(=O)N(C)C[C@H]1Oc2ncc(C#CCc3ccccc3)cc2C(=O)N([C@H](C)CO)C[C@@H]1C	6.0
CC(=O)N1[C@@H](CO)[C@H](c2ccccc2)[C@@H]1CN(C)C(=O)CN1CCOCC1	-2.9
Cc1ccc(S(=O)(=O)Nc2ccc3c(c2)C(=O)N([C@H](C)CO)C[C@@H](C)[C@@H](CN(C)C(=O)Nc2cccc4ccccc24)OCCCC[C@@H](C)O3)cc1	-2.7
COCC(=O)N1[C@H](C#N)[C@@H](c2ccc(C#CCC3CCCC3)cc2)[C@H]1CO	-0.6
CNC(=O)C[C@@H]1CC[C@H]2[C@@H](COC[C@@H](O)CN2C(=O)Nc2ccc(Cl)c(Cl)c2)O1	-2.2
O=S(=O)(N[C@@H]1CC[C@H](CCn2cc(Cc3ccccc3)nn2)O[C@@H]1CO)c1ccccc1F	0.1
C/C=C/c1ccc([C@@H]2[C@@H](CO)N(Cc3ccccn3)[C@H]2CNC(=O)CC)cc1	-1.5
CC(C)NC(=O)N(C)C[C@@H]1Oc2ncc(C#CC3(O)CCCC3)cc2C(=O)N([C@@H](C)CO)C[C@H]1C	-0.2
CCCNC(=O)Nc1ccc2c(c1)C(=O)N(C)C[C@H](OC)[C@@H](C)CN(CCC)[C@H](C)CO2	-1.0
COCCNC(=O)[C@H]1[C@H](CO)[C@H]2Cn3c(cccc3=O)[C@@H]1N2Cc1cc(F)ccc1F	0.8
C[C@@H]1CN([C@H](C)CO)C(=O)c2cccc(NC(=O)Nc3ccc(F)cc3)c2O[C@@H]1CN(C)Cc1ccccc1	-2.8
CCCC(=O)Nc1ccc2c(c1)C(=O)N(C)[C@H]1CC[C@H](CC(=O)Nc3ccccc3F)O[C@@H]1CO2	3.2
CN(C)C(=O)C[C@H]1CC[C@@H](NC(=O)C2CC2)[C@@H](CO)O1	-2.2
C[C@@H]1CN([C@H](C)CO)C(=O)c2cc(NS(=O)(=O)c3ccc(F)cc3)ccc2O[C@H]1CN(C)CC1CCCCC1	-1.0
COc1ccc(S(=O)(=O)N(C)C[C@H]2OCCCC[C@@H](C)Oc3ccc(NS(=O)(=O)c4ccccc4)cc3C(=O)N([C@H](C)CO)C[C@H]2C)cc1	-2.5
Cc1ccc(S(=O)(=O)Nc2ccc3c(c2)C(=O)N([C@@H](C)CO)C[C@@H](C)[C@@H](CN(C)S(=O)(=O)c2cn(C)cn2)OCCCC[C@H](C)O3)cc1	1.8
CC=Cc1ccc2n(c1=O)C[C@@H]1[C@@H](CO)[C@H](C(=O)NCCc3ccncc3)N[C@H]21 (mixture of isomers)	1.1
C[C@H](CO)N1C[C@H](C)[C@H](CN(C)Cc2ccc(C(F)(F)F)cc2)OCCCC[C@H](C)Oc2ccc(NS(=O)(=O)c3cn(C)cn3)cc2C1=O	4.8
CCC(=O)N1[C@H](CO)[C@@H]2c3ccccc3N(C(=O)Nc3cccc(Cl)c3)C[C@@H]21	3.5
C[C@@H]1CN([C@@H](C)CO)S(=O)(=O)c2ccc(-c3cncnc3)cc2O[C@@H]1CN(C)Cc1ccccn1	-2.2
Next part:
SMILES	Mtb BioA inh
O=C(Nc1ccc(F)cc1)N1C[C@@H]2[C@H](c3ccccc31)[C@H](CO)N2C(=O)c1ccccc1F	-5.4
CCN(C[C@@H]1[C@@H](c2ccccc2)[C@@H](CO)N1S(C)(=O)=O)C(=O)C1CC1	-2.5
CO[C@H]1CN(C)C(=O)c2cc(NC(=O)C3CC3)ccc2OC[C@@H](C)N(C(=O)CN(C)C)C[C@@H]1C	-0.9
C[C@@H]1CN([C@H](C)CO)C(=O)Cc2cc(NS(C)(=O)=O)ccc2O[C@@H]1CN(C)C(=O)Nc1cccc2ccccc12	0.7
Cc1cc(C(=O)Nc2ccc3c(c2)C(=O)N(C)[C@@H]2CC[C@@H](CC(=O)O)O[C@H]2CO3)no1	-0.9
CC=Cc1ccc2n(c1=O)C[C@H]1[C@H](CO)[C@@H](C(=O)N(C)C)N(CC3CCOCC3)[C@@H]21 (mixture of isomers)	-0.9
N#C[C@H]1[C@H](c2ccc(-c3cncnc3)cc2)[C@@H](CO)N1C(=O)C1CCOCC1	-1.9
CO[C@@H]1CN(C)C(=O)c2ccc(NC(=O)C3CCOCC3)cc2OC[C@@H](C)N(CC2CC2)C[C@@H]1C	-0.7
Cc1ccc(S(=O)(=O)N[C@@H]2C=C[C@H](CC(=O)N3CCC(Cc4ccccc4)CC3)O[C@H]2CO)cc1	2.2
COc1ccc(CN(C)C[C@H]2Oc3ccc(NC(=O)NC4CCCCC4)cc3C(=O)N([C@@H](C)CO)C[C@H]2C)cc1	-2.5
C[C@@H]1CN([C@@H](C)CO)S(=O)(=O)c2ccc(-c3cccc(C#N)c3)cc2O[C@H]1CN(C)Cc1cccc(F)c1	-1.5
Cc1ccc(S(=O)(=O)N(C)C[C@@H]2Oc3c(NS(=O)(=O)c4ccccc4)cccc3C(=O)N([C@@H](C)CO)C[C@@H]2C)cc1	0.8
C[C@H](CO)N1C[C@H](C)[C@H](CN(C)S(=O)(=O)c2ccc(F)cc2)Oc2ccc(NS(=O)(=O)c3ccc(F)cc3)cc2C1=O	-1.0
COCC(=O)N[C@@H]1C=C[C@H](CC(=O)NCc2ccccc2OC)O[C@H]1CO	-1.5
C[C@@H]1CN([C@@H](C)CO)C(=O)c2cccc(NS(=O)(=O)c3ccc(Cl)cc3)c2O[C@H]1CN(C)C	-2.3
COCC#Cc1ccc2c(c1)O[C@@H](CN(C)Cc1ccncc1)[C@H](C)CN([C@H](C)CO)S2(=O)=O	2.6
C[C@H]1CN([C@@H](C)CO)S(=O)(=O)c2ccc(C#CC3CC3)cc2O[C@H]1CN(C)Cc1ccccc1	0.9
COc1ccc(CNC(=O)C[C@@H]2C[C@@H]3c4cc(NS(=O)(=O)c5ccc(F)cc5)ccc4O[C@@H]3[C@H](CO)O2)cc1	0.3
COc1ccc([Si](C)(C)[C@H]2[C@H](CCn3cc(CCO)nn3)O[C@@]3(C(=O)N(Cc4cccc(N5CCC5=O)c4)c4ccccc43)[C@@H]2C)cc1	1.6
CNC(=O)C[C@H]1CC[C@H]2[C@H](COc3ccc(NC(=O)c4ccccc4OC)cc3C(=O)N2C)O1	2.4
CN(C)c1ccc2c(c1)[C@H]1C[C@H](CC(=O)NCC3CC3)O[C@H](CO)[C@H]1O2	-2.7
